# Screening data: PubChem, ICCB-Longwood Screening Facility, Harvard Medical School
# Polio RdRp inh = poliovirus RNA polymerase inhibition | poliovirus polymerase elongation, fluorescence polarization; stronger effect = lower value | % elongation, % (compound at 16.7 µg/mL) | hit rate 0.66% among 150,000; in the data active = % elongation below about 90%; note: some results filed as inactive read as strong as hits
# Target sequence (P03300 1749-2209 limits assumed): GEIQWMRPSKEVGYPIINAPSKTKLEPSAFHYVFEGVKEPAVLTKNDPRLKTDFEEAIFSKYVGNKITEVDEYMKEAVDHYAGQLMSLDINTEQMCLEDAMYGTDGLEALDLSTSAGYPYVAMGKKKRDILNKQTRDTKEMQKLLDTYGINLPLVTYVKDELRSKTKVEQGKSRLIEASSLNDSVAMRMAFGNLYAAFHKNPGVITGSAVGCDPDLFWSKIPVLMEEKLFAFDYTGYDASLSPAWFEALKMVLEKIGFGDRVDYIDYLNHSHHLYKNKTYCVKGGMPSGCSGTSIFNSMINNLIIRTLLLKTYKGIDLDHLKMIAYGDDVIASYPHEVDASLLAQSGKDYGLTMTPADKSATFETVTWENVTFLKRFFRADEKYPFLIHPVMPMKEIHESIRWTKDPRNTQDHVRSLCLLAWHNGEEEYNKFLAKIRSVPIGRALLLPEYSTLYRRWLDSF
# Polio RdRp inh FP z-score = also measured in Polio RdRp inh; calls as there; z-score; measured here: FP z-score; hits read low
# The depositor's hits bear a star. Only part of the results is shown; the hit share may differ from the screen's.
SMILES | Polio RdRp inh | Polio RdRp inh FP z-score
COCC(C)NC(=O)c1cc2c(=O)n3cccc(C)c3nc2s1 (stereo not given) | 98 | -1.5
CCOc1ncccc1C(=O)OCc1ccc(C(=O)OC)o1 | 99 | -0.6
O=C1C2Cc3ccccc3CN2C(=S)N1c1ccccc1 (stereo not given) | 102 | 0
CCC(C)N(C(=O)Cn1c(=O)cnc2ccccc21)C1CCS(=O)(=O)C1 (stereo not given) | 102 | 0
C/C(=N/NC(=O)c1c(N)no[n+]1[O-])c1cccs1 | 103 | 0.3
Cc1ccc(-c2cc(-c3ccccc3)nc(N)c2C#N)o1 | 102 | 0.1
COc1cccc(NC(=O)CSc2nnc(C)o2)c1 | 100 | -0.5
O=C(O)C1Oc2ccccc2O1 | 104 | 0.7
O=C1N=c2ccccc2=C1c1sc2ccccc2c1O | 99 | -0.1
CC(C)(C)OC(=O)N1CCCC1C(=O)Oc1ccc2c(=O)c(-c3ccc4c(c3)OCCO4)coc2c1 (stereo not given) | 99 | -0.4
Cc1nc(COc2cc(C)c(Cl)c(C)c2Cl)cs1 | 102 | -0.2
O=C(OCC(=O)c1c[nH]c2ccccc12)c1cccc(S(=O)(=O)N2CCOCC2)c1 | 106 | 0.3
O=C(NCCC1=CCCCC1)c1ccc2c(c1)N(Cc1ccc(Cl)cc1)C(=O)c1ccccc1S2(=O)=O | 108 | 0.4
O=C1/C(=C\c2ccco2)N=C(SCn2nnc3ccccc3c2=O)N1c1ccc(OC(F)F)cc1 | 105 | 0.3
CC(=O)N1C(=O)C2(OCC3(CO2)COC2(OC3)C(=O)N(C(C)=O)c3ccccc32)c2ccccc21 (stereo not given) | 97 | -2
COc1cccc(C(=O)CN2C(=O)/C(=C/c3ccco3)N=C2c2ccccc2)c1 | 100 | -0.1
O=C(O)C1Cc2ccccc2C1 | 110 | 1.3
CCn1c(-c2ccc(C)cc2)cnc1SCC(=O)NCC1CCCO1 (stereo not given) | 103 | 0
CC(C)c1ccc(C(=O)CC#N)cc1 | 101 | 0
CCc1ccc(Oc2c(C(F)(F)F)oc3c(CN4CCCCC4)c(O)ccc3c2=O)cc1 | 101 | 0.1
COc1ccc(C(=O)Oc2c(C)cc(C(O)(C(F)(F)F)C(F)(F)F)cc2C)cc1 | 104 | -0.1
CN1/C(=C/C(=O)C(C#N)C2=NCCC2)C(C)(C)c2ccccc21 (stereo not given) | 106 | 0.9
CC1=C(C(=O)NCc2ccccc2Cl)C2(CCCCCC2)OC1=O | 107 | 0.2
CSc1ncccc1C(=O)OCCCCN1C(=O)c2ccccc2C1=O | 107 | 0.6
COC(=O)c1ccccc1NC(=O)n1ncc2cc(Cl)ccc21 | 102 | 0.2
CS(=O)(=O)N1Cc2ccccc2CC1C(=O)OCc1nnc(-c2ccc(Cl)cc2)o1 (stereo not given) | 105 | 0.7
CCC(C)C(=O)Nc1ccc(C(C)CC)cc1 (stereo not given) | 106 | 1.2
N#CCCCSc1nc2ccccc2c(=O)n1Cc1ccccc1 | 101 | -0.2
C/C=C(/C(=O)O)c1ccccc1OC | 112 | 1.3
CC(SCC(=O)N1c2ccccc2CC1C)C(=O)O (stereo not given) | 99 | -0.3
COc1ccc(-c2cc(C(F)(F)F)nc(SCC(=O)N(C)Cc3ccccc3)n2)cc1OC | 103 | -0.2
Cc1ncsc1C(=O)O | 100 | -0.5
O=C(c1ccc(F)cc1)N1CCCCC(Sc2nnc3sc4ccccc4n23)C1=O (stereo not given) | 104 | 0.5
CC1CCN(c2nc3nonc3nc2N2CCC(C)CC2)CC1 | 107 | 2.9
O=C(Cn1c(=O)n(-c2ccccc2)c(=O)c2sc3ccccc3c21)NC1CCCC1 | 106 | 0.6
CSc1nnc(CCN2CCN(C)CC2)n1C | 100 | 0.2
CC(CO)NCc1ccccc1 (stereo not given) | 102 | 0.1
O=S(=O)(NCCCN1CCOCC1)c1ccccc1 | 100 | 0.1
COc1ccc(-n2cnnc2SCc2ncc(-c3ccccc3)o2)cc1 | 101 | -0.3
COc1cc(NC(=O)Cn2nnnc2-c2ccccc2F)cc(OC)c1OC | 111 | 1.1
Cc1cc(Cl)ccc1OCC(=O)OCC(=O)N1CCCCC1 | 102 | 0.3
CCc1ccc(OCCSc2nc3ccccc3n2CC(=O)N2CCCCC2)cc1 | 108 | 0.1
CCc1ccccc1NC(=O)Cn1nnc(C(=O)NCCc2ccccc2)c1N | 104 | 1
O=C(CSc1nnc(-c2ccco2)o1)OCc1cc(F)cc2c1OC(c1ccccc1)OC2 (stereo not given) | 109 | 0.9
CCOc1ccc(CCNC(=O)c2cnc3c(-c4ccccc4)c(C)nn3c2C)cc1OCC | 102 | -0.3
Cc1cccc(CS(=O)(=O)Cc2ccc(C(=O)NCCC3=CCCCC3)o2)c1 | 103 | 0.5
Cc1cc(C)n(CC(O)Cn2c3ccccc3c3ccccc32)n1 (stereo not given) | 100 | -0.1
O/N=C1\Cc2cccc3cccc1c23 | 100 | -0.1
CCCCn1c(SCC(=O)N2CCC(C)CC2)nc2cc(S(N)(=O)=O)ccc21 | 103 | 0.1
COc1ccc(C(=O)Oc2csc(=S)n2C(=O)c2ccc(OC)cc2)cc1 | 103 | 0
CSc1ncccc1C(=O)NCC1CCCCC1 | 104 | 0.3
C=CCn1c2[n+](c3ccccc3c1=O)CCCCC2 | 104 | 1
Cc1c(C)c(C)c(CN)c(C)c1C | 109 | 0.8
CCOC(=O)C1=C(NC(=O)c2ccccc2)c2ccccc2CC12CCCC2 | 104 | 0
CCc1cccc(NC(=O)CN(C2=NC3CS(=O)(=O)CC3S2)c2cccc(C)c2)c1 (stereo not given) | 100 | -0.7
O=C(NC1CCCCC1)OCC(F)(F)F | 102 | -0.1
Cc1ccc(CN(C(=O)COc2ccccc2[N+](=O)[O-])c2ccccn2)cc1 | 109 | 0.2
COC(=O)c1nnn(CC(=O)NC(=O)Nc2ccc(F)cc2)c1C(=O)OC | 107 | 0.5
CC1CC(OCC(O)CN)CC(C)(C)C1 (stereo not given) | 104 | 0.5
CCC(C)NC(=O)c1ccccc1N (stereo not given) | 104 | 0.4

# More structures follow.
SMILES | Polio RdRp inh | Polio RdRp inh FP z-score
COc1cccc(OCC2COS(=O)O2)c1 (stereo not given) | 85* | -5.9*
Cc1onc(-c2ccccc2)c1C(=O)NC12CC3CC(CC(C3)C1)C2 | 102 | -0.1
Cc1ccc(-c2nc3n(n2)C(c2ccccc2Cl)C=C(c2ccc(Cl)cc2)N3)cc1 (stereo not given) | 99 | -1.7
COc1cc2c(cc1OC)C(COc1ccc(F)cc1)N(C(=O)Cc1ccc(F)cc1)CC2 (stereo not given) | 108 | 0.1
CSc1nnc(C2CCN(C(=O)c3cc(F)cc(F)c3)CC2)n1C | 100 | -0.6
O=C(CN(Cc1ccc(Cl)cc1Cl)S(=O)(=O)c1ccccc1)N1CCCC1 | 102 | -0.1
CC1CN=C(NC2CCCCC2)S1 (stereo not given) | 101 | -0.2
CC(c1nnc(SCC(=O)Nc2cccnc2Cl)n1Cc1ccccc1)N(C)C (stereo not given) | 106 | 0.6
CCOC(=O)c1cnn2c1NC(c1ccc(C(C)C)cc1)CC2C(F)(F)F (stereo not given) | 100 | 0.1
CCn1nccc1NC(=O)COc1ccccc1OC | 102 | 0.4
Nc1cn(-c2ccccc2)nc1-c1ccccc1 | 96 | -0.9
Cc1nn(C)c(C)c1CNC(C)c1ccc(-n2ccnc2)cc1 (stereo not given) | 91 | -1.7
Cc1ccc(N(C)S(=O)(=O)c2cc(-c3cc(C)no3)ccc2C)cc1 | 101 | 0.2
CC(C)(C)NC(=O)CSc1nnc(-c2cccs2)o1 | 103 | 0.5
CC(=O)c1ccc(NC(=O)CSc2nnc(N)s2)cc1 | 100 | -1
CCC(=O)N1CCc2cc(Br)cc(S(=O)(=O)N3CCC(C(=O)NCCC(C)C)CC3)c21 | 102 | 0.3
C=C1N(c2cccc(C(F)(F)F)c2)C(=O)OC1(C)C | 106 | 1
OCC1OC(n2nnc3ccccc32)C(O)C(O)C1O (stereo not given) | 101 | -0.4
C=CCN(CC=C)c1nc(-c2ccccc2)nc2ccccc12 | 99 | -0.3
CCCCOC(=O)CSc1nnc(-c2ccc(C)cc2)o1 | 97 | -0.8
CCOc1cc(-c2ccc(OC(=O)c3ccccc3F)cc2)cc(=O)c2c(C)oc(C)c12 | 108 | 0.5
CS(=O)(=O)c1nc(-c2ccc(Br)cc2)n[nH]1 | 100 | -0.9
CC(C)COc1ccc(C(=O)N(Cc2ccc(N(C)C)cc2)Cc2ccco2)cc1 | 105 | -0.5
CNC(=O)c1ccc(N2CCCC2=O)cc1 | 100 | -0.3
CCN(CC(=O)c1ccccc1Cl)C1CCCCC1 | 100 | -0.1
O=C1CC(Cc2ccc(Cl)cc2)C(=O)N1c1ccccn1 (stereo not given) | 100 | -0.4
Cc1ccc(CNC(=O)Nc2nnc(N3CCCC(C)C3)s2)cc1 (stereo not given) | 105 | 1
COC(=O)c1sccc1S(=O)(=O)N(CC(=O)NCc1ccc(F)cc1)c1ccc(C)c(C)c1 | 109 | 0.8
O=C(Nc1ccc(Cl)cc1)NC1CCCCNC1=O (stereo not given) | 103 | -0.1
CCc1ccc(CN(Cc2ccco2)c2cnc(S(C)(=O)=O)nc2C(=O)Nc2ccccc2Cl)cc1 | 111 | 1

# As a short view, part of the list above.
SMILES | Polio RdRp inh | Polio RdRp inh FP z-score
Cc1onc(-c2ccccc2)c1C(=O)NC12CC3CC(CC(C3)C1)C2 | 102 | -0.1
Cc1ccc(-c2nc3n(n2)C(c2ccccc2Cl)C=C(c2ccc(Cl)cc2)N3)cc1 (stereo not given) | 99 | -1.7
COc1cc2c(cc1OC)C(COc1ccc(F)cc1)N(C(=O)Cc1ccc(F)cc1)CC2 (stereo not given) | 108 | 0.1
CSc1nnc(C2CCN(C(=O)c3cc(F)cc(F)c3)CC2)n1C | 100 | -0.6
O=C(CN(Cc1ccc(Cl)cc1Cl)S(=O)(=O)c1ccccc1)N1CCCC1 | 102 | -0.1
CC1CN=C(NC2CCCCC2)S1 (stereo not given) | 101 | -0.2
CC(c1nnc(SCC(=O)Nc2cccnc2Cl)n1Cc1ccccc1)N(C)C (stereo not given) | 106 | 0.6
CCOC(=O)c1cnn2c1NC(c1ccc(C(C)C)cc1)CC2C(F)(F)F (stereo not given) | 100 | 0.1
CCn1nccc1NC(=O)COc1ccccc1OC | 102 | 0.4
Nc1cn(-c2ccccc2)nc1-c1ccccc1 | 96 | -0.9
Cc1nn(C)c(C)c1CNC(C)c1ccc(-n2ccnc2)cc1 (stereo not given) | 91 | -1.7
Cc1ccc(N(C)S(=O)(=O)c2cc(-c3cc(C)no3)ccc2C)cc1 | 101 | 0.2
CC(C)(C)NC(=O)CSc1nnc(-c2cccs2)o1 | 103 | 0.5
CC(=O)c1ccc(NC(=O)CSc2nnc(N)s2)cc1 | 100 | -1
CCC(=O)N1CCc2cc(Br)cc(S(=O)(=O)N3CCC(C(=O)NCCC(C)C)CC3)c21 | 102 | 0.3

# Continuation:
SMILES	Polio RdRp inh	Polio RdRp inh FP z-score
Cc1ccc(-c2cc(N)n(-c3ccc(C)cc3)n2)cc1	98	-1.2
Cc1ccc(OCC(=O)N2CCN(CC3CC4C=CC3C4)CC2)cc1 (stereo not given)	99	-0.6
CCOC(=O)c1cccc(NC(=O)Cn2c(CC(=O)N3CCCC3)nc3ccccc32)c1	104	0.7
O=C(NCCc1nc2ccccc2n1Cc1c(F)cccc1Cl)c1ccco1	105	-0.4
FC(F)(F)c1ccc(N=Cc2cccs2)cc1	103	0.6
COc1ccc2c(c1)c(C(=O)CN(C)C)c(C)n2C	100	-0.3
O=C(CC(c1ccc(F)cc1)N1Cc2ccccc2C1=O)N1CCCCC1 (stereo not given)	103	0.3
O=C(CSc1ccc2nc(-c3ccccc3)cn2n1)Nc1ccccc1	87*	-2.6*
S=c1[nH]nc(C2COc3ccccc3O2)n1-c1ccccc1 (stereo not given)	100	-1
O=c1cc(N2CCN(c3ccc(F)cc3)CC2)[nH]c(=O)n1-c1ccc(Br)cc1	109	0.4
COc1ccc(CNC(=O)CCC(=O)N2CC3CCCN3c3ccccc32)cc1 (stereo not given)	107	0.1
O=C(CSc1ncnc2c1cnn2-c1ccc(F)cc1)Nc1ccc2c(c1)OCO2	103	0.3
CCc1ccc(C(=O)Cn2c(NCCO)nc3ccccc32)cc1	105	0.7
CCOC(=O)c1c(C)oc2ncnc(NCCCN3CCN(c4cc(C)ccc4C)CC3)c12	108	0.1
Cc1nc2nc(Cc3ccccc3)[nH]n2c(=O)c1Cc1ccccc1	100	-1
Cc1ccc(-c2noc(CCC(=O)N(C)c3ccccc3F)n2)cc1	101	-1.1
Cc1ccc(-c2cc(C(=O)Oc3ccc(C#N)cc3)no2)cc1	95	-2.7
CC(C)(CO)C12CC3CC(CC(C3)C1)C2	105	0.5
COc1cc(/C=C/c2nc(C#N)c(N3CCCCCC3)o2)cc(OC)c1OC	129	4.9
O=c1oc2ccccc2c(N2CCCC2)c1CN1CCCC1	101	0.1
COc1ccc(S(=O)(=O)N2c3cc(F)ccc3CCC2C)cc1OC (stereo not given)	104	0.7
CCOC(=O)N1CCC(NC(=O)CN2N=C(c3ccc(Cl)cc3)CCC2=O)CC1	101	0.1
O=C(O)CC(C(=O)Nc1ccc(Cl)cc1)N1CCCCCC1 (stereo not given)	103	0.4
CCS(=O)(=O)c1ccc(O)c(N=Cc2ccncc2)c1	103	-0.1
COC(=O)c1ccc(NC(=O)c2cccc3c2C(=O)N(C2CCCCC2)C3)cc1	114	1.8
Cc1cc(C)cc(NC(=S)N2CCC(N(C)CC3CCCO3)CC2)c1 (stereo not given)	99	-0.5
Cc1ccc(Nc2nc(CSc3nnc(-c4ccccc4)o3)cs2)cc1	100	-0.5
CCCOc1ccc(CNC(=O)Cn2ncn3c(cc4sc(CC)cc43)c2=O)cc1	107	0.2
Cc1ccc(NC(=O)c2oc3ccc4c(c3c2C)C(=O)CC(C)(C)O4)cc1	101	-0.3
COc1ccc(NC(=O)C(=O)c2cc(C)n(-c3ccc(C)cc3)c2C)cc1Cl	106	-0.2
Cc1ccccc1NC(=O)Nc1ccccc1C	102	-0.1
O=C(CCSc1ccc(Cl)cc1)N1CCN(c2ccc(O)cc2)CC1	105	0.5
O=C(Cn1c(=O)nc(-c2ccccc2)c2ccccc21)NCc1ccc(F)cc1	108	0.3
CCCNC(=O)C1CC(c2ccc(F)cc2)=NO1 (stereo not given)	104	0.7
Oc1ccccc1C1Nc2ccccc2-c2nc3ccccc3n21 (stereo not given)	100	-0.2
COC1C2C3CC4C5C3C1C5C(O)(c1ccccc1)C42 (stereo not given)	101	0.2
